ER stress rescue = protection against thapsigargin-triggered cell killing – 384-well, CSM14.1, ATP luminescence, primary screen (AID 1222) | cellular ATP content (survival), % at 20 µM; hits with a dose series show EC50 in µM | 190,000 tested, under 10 active | CSM14.1 thapsigargin-induced death rescue, ATP luminescence; higher % means a stronger effect;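 active = EC50 below 50 µM in the dose-response confirmation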;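 also: death triggered by thapsigargin at about 15 µM added after 2 h compound pretreatment; cell ATP read after overnight thapsigargin exposure of roughly 18 to 22 hours; normalized against plate controls of thapsigargin alone and 5% DMSO vehicle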
T cell HTS = T cell immune modulators affecting CD8 T cell-vesicle binding; 2C CD8+ T cell-vesicle binding, flow cytometry; stronger effect = lower value; calls only at 7 µM; 330,000 tested, 0.068% active; AID 2052;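 active = response, share of CD8 T cells binding vesicles, and their 90th percentile fluorescence all below set limits, cut at about 80% in these data, passing the limit was not always enough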
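Also added: QL9-peptide-loaded Drosophila micro-vesicles bearing Ld, ICAM-1 and B7-1; Test system: purified 2C TCR transgenic mouse naive CD8+ T cells; Measured by: cytometric PE anti-B7-1 and Alexa647 anti-CD8 signals after 1% paraformaldehyde fixation; Timing: binding step 1.5 h, 37 °C, antibody labelling 20 min, ice.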
Salmonella PhoP GFP = inhibitors of PhoP regulon expression, primary screen, Salmonella Typhimurium, GFP reporter (AID 1863) | S. Typhimurium PhoP-regulated promoter GFP reporter, 4 h; higher % means a stronger effect | one-dose inhibition, % at 50 µM; IC50 in µM for titrated hits | 300,000 tested, 0.16% active;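 active = inhibition over 29.93%, a cutoff 3 SD above the screen mean, later confirmed by dose response; inconclusive = inhibition over 29.93% but no dose response follow-up; inactive = inhibition at most 29.93% or unconfirmed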;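 also: 0% = low Mg2+ inducing control and 100% = high Mg2+ repressing control; strong numbers were not always called active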
MT stabilizer = stabilizes microtubules in HeLa cells | % tubulin-high responders, % at 10 µM | 200,000 tested, 0.83% active | HeLa tubulin immunostaining HCS, 24 h; share of cells brighter than vehicle mean+2SD;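 active = plate Z-score above 3 for both tubulin-high and condensed-nucleus cell shares, with cell loss under 80%, at 10 µM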;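 also: anti alpha tubulin signal scored within the nucleus-defined area of each cell; some results filed as inactive read as strong as hits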
Insulin prom up = MIN6 insulin promoter up-regulation | 190,000 tested, 0.3% active | MIN6 insulin promoter-GFP reporter, high-content imaging; stronger effect = higher value | z-score at 5 µM;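 active = z-score above 3 at 5 µM with at least 500 cells counted in the well; inconclusive = wells under 500 cells, flagged as cytotoxic or low count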
Autophagy mod = alters autophagy in cells; MEF GFP-LC3 puncta imaging; test concentration mostly 10 µM; calls only at 10 µM (by protocol); 190,000 tested, 0.98% active;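 active = percentage of spot-positive cells more than 3 SD above its plate mean, without a fluorescence outlier flag or 80% toxicity; inconclusive = no clear call, values can overlap the other calls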;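 also: spot-positive cell cutoff set from DMSO-treated cells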
Dynein cargo inh = blocks dynein driven cargo transport along microtubules; 3617.4 mouse cells, GR-EGFP nuclear translocation imaging; test concentration mostly 20 µM; stimulated with dexamethasone, 1 µM; stronger effect = lower value; z-score, hits read low; 220,000 tested, 0.47% active; AID 1381;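 active = plate z-score of nuclear minus cytoplasmic receptor signal below a set negative limit, without overly bright fluorescence or cell loss, cut at about -3.5 in these data, passing the limit was not always enough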;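 also: z-score of nuclear minus cytoplasmic ring GR-EGFP intensity difference per well; some compounds called inactive have numbers as strong as hits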
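medium = tetracycline-free induction medium containing charcoal-stripped FBS | also added = 1.0 µM final dexamethasone stimulus | schedule = 48 h induction, 1 h compound, 30 min dex at 37 °C | technique = fixed, Hoechst-stained cells imaged at 10x for EGFP | measure = GR-EGFP nuclear translocation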
Hep lipid drop = hepatic lipid droplet formation modulation; AML12 mouse hepatocytes, oleate lipid droplets, BODIPY imaging; inhibition, % at 6.5 µM; 240,000 tested, 0.4% active; AID 1656;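 active = lipid droplet intensity inhibited by at least 50%, with more than 500 cells counted; inconclusive = wells with under 300 cells, treated as cytotoxic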
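System: AML12 hepatocytes (mouse). Probe or stimulus: oleic acid at 100 µM to induce lipid droplet formation. Times: overnight treatment with compound plus oleate. Detection: Image-based BODIPY and DAPI two-channel analysis. Evaluation: percent inhibition of filter-corrected integrated lipid droplet intensity per well.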
b-catenin transl = alters nuclear translocation of beta-catenin in HeLa cells; nuclear translocation activity, % at 5 µM; AID 1665; immunofluorescence imaging; 190,000 tested, 0.3% active;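 active = nuclear translocation activity above 50% at 5 µM, with a well cell count of 50 or more; inconclusive = wells under 50 cells across six images, flagged as toxic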;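 also: per-cell ratio of nuclear to cytoplasmic median beta-catenin stain intensity; plate controls were DMSO negative control for no effect and GSK-3 inhibitor IX positive control for full effect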
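Assay system: human HeLa cells, native beta-catenin; doses: 5 µM primary, 0.02–20 µM confirmation; incubation: compound treatment 24 h, 37°C, 5% CO2; technique: fluorescence imaging of beta-catenin antibody stain plus DAPI; measure: % activation, nuclear-to-cytoplasmic median beta-catenin signal ratio per cell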
Dynein cargo inh cytoplasmic EGFP = further read-out of Dynein cargo inh, marked with its call; z-score; measured here: cytoplasmic GR-EGFP intensity; stronger effect = higher value
Dynein cargo inh nuclear GR-EGFP = recorded beside Dynein cargo inh, whose call it bears; z-score; measured here: nuclear GR-EGFP intensity;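 lower value marks the stronger effect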
Dynein cargo inh cell count = also measured in Dynein cargo inh; calls as there; z-score; measured here: cell count per field
Insulin prom up cell count = recorded beside Insulin prom up, whose call it bears; cell count; measured here: cytotoxicity, nuclei count;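 total cells summed across four imaged fields per well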
Hep lipid drop cells 6.5 µM = second read-out of Hep lipid drop, no call of its own (marks repeat the call); cell count; measured here: cell count, cytotoxicity flag;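 cells counted across two imaged fields per well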
b-catenin transl cell count 5 µM = second read-out of b-catenin transl, no call of its own (marks repeat the call); cell count; measured here: cell count, cytotoxicity flag
T cell HTS vesicle-bound % = also measured in T cell HTS; calls as there; double positive events, %; measured here: CD8+ vesicle-bound cell fraction;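 binding gate set so that unloaded-vesicle control wells show 10% double positive cells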
MT stabilizer Hoechst-high % = second read-out of MT stabilizer, no call of its own (marks repeat the call); % Hoechst-high responders; measured here: nuclear condensation Hoechst responders;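 share of cells brighter than vehicle mean plus two SD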
MT stabilizer cytotoxicity % = second read-out of MT stabilizer, no call of its own (marks repeat the call); toxicity, %; measured here: cytotoxicity by cell density;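 0% = mean cell density of plate MIN control wells and 100% = no cells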
Autophagy mod cell loss 18 h = recorded beside Autophagy mod, whose call it bears; toxicity, %; measured here: cell loss, nuclei count;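 cell loss after 18 h compound exposure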
Starred values were filed as active, the others as inactive; i = inactive; ? = inconclusive; · = not tested or not shown.

SMILES	ER stress rescue	T cell HTS	T cell HTS vesicle-bound %	Salmonella PhoP GFP	MT stabilizer	MT stabilizer Hoechst-high %	MT stabilizer cytotoxicity %	Insulin prom up	Insulin prom up cell count	Autophagy mod	Autophagy mod cell loss 18 h	Dynein cargo inh	Dynein cargo inh cytoplasmic EGFP	Dynein cargo inh nuclear GR-EGFP	Dynein cargo inh cell count	Hep lipid drop	Hep lipid drop cells 6.5 µM	b-catenin transl	b-catenin transl cell count 5 µM
Cc1ncc(S(=O)(=O)c2ccc(Cl)cc2)c(-c2ccccc2)n1	-3.4%	i	4	-1%	0.9	1.8	6.2	·	·	i	-9	0.22	-0.058	0.51	0.092	?	·	1.3	1167
O=C(Cc1csc(N2CCOCC2)n1)N/N=C/c1ccc(O)c(O)c1O	1.1%	·	·	0%	3.6	2.5	5.6	-0.37	1398	i	-1	-0.66	-0.31	0.2	0.28	-2	692	-3.0	1143
Cc1cccc(NC(=O)C2CCN(c3nc(C)cc(C)n3)CC2)c1	2.1%	i	22	-6%	1.9	1.0	4.6	-1.4	1465	i	-53	-0.51	-0.17	0.11	0.73	·	·	-7.4	1038
CCOC(=O)CNC(=O)c1sc(NC(=O)c2cccc(F)c2)nc1C	-1.5%	i	32	-13%	2.0	1.9	2.5	·	·	i	-7	-0.36	0.038	-0.078	0.47	7	801	·	·
CCOc1ccc(/C(CC)=N/NC(=O)C2(C)CC2(Br)Br)cc1 (stereo unspecified)	-5.1%	i	42	2%	1.5	2.6	8.7	0.33	1350	i	-7	0.43	-0.24	0.23	0.22	-2	597	-1.5	519
Oc1ccc(N2CCN(C(c3ccccn3)c3nnnn3C3CCCC3)CC2)cc1 (stereo unspecified)	0.2%	i	37	-2%	4.4	2.8	4.0	0.16	1121	i	14	-0.94	-0.23	-0.69	1.6	12	720	-1.9	1243
C=CCOc1ccc2ccccc2c1CNCCCN1CCOCC1	-1.4%	i	54	6%	2.9	1.5	0.1	-2	926	i	12	-0.56	-0.21	0.21	1.1	·	·	0.8	1385
O=C(OCC(=O)c1ccc(S(=O)(=O)N2CCCC2)cc1)C1=COCCO1	-1.6%	i	48	29%	4.1	1.8	2.0	0.13	1219	i	1	1.2	-0.38	0.072	0.42	·	·	-6.1	959
Cc1nc(C)c(C(=O)NNS(=O)(=O)c2ccccc2)s1	-2.7%	i	61	-5%	1.8	2.3	0.3	-0.06	1381	i	5	-0.53	-0.25	-0.3	1.1	-7	536	-1.6	999
COC(=O)CSc1nnc(CCc2nc3ccccc3[nH]2)n1C	-1.7%	i	3	-4%	2.4	1.0	5.7	·	·	i	3	-1.1	-0.23	-0.55	0.13	5	741	0.2	1010
Nc1ccc2nc(-c3ccccc3)sc2c1	-4.7%	i	40	-4%	1.4	1.3	0.6	0.99	1391	i	-3	0.5	-0.35	0.28	0.17	-1	726	-0.6	957
Nn1c(SCC(=O)NC2CCCc3ccccc32)nnc1-c1cccs1 (stereo unspecified)	3.9%	i	9	-8%	2.6	2.2	3.5	-0.37	890	i	-3	-0.14	-0.19	0.083	0.53	·	·	-0.2	1248
Cc1ccc(N(CC(=O)NCC2CCCO2)S(C)(=O)=O)cc1Cl (stereo unspecified)	·	i	12	-1%	2.0	1.6	9.7	0.58	1280	i	3	-0.4	-0.3	-0.91	0.77	6	683	·	·
CCC1=NN2C(=N)/C(=C\c3ccc(SCc4ccco4)o3)C(=O)N=C2S1	-1.1%	i	34	27%	3.7	2.9	8.1	0.09	1030	i	-1	0.18	0.028	0.14	0.32	·	·	·	·
O=C(Nc1nnc(CCN2CCCCC2)s1)c1ccccc1	-0.8%	i	28	-4%	1.7	1.0	0.5	·	·	i	38	0.51	-0.2	0.23	-0.18	12	765	6.3	504
O=C(COC(=O)C12CC3CC(CC(O)(C3)C1)C2)Nc1ccccc1OC(F)F	-1.2%	i	39	6%	1.6	1.4	12	·	·	i	-8	0.56	-0.031	0.41	-0.28	·	·	1.9	1148
CCCOC(=O)c1ccc(Oc2cn[nH]c2-c2ccc(OCC)cc2O)cc1	-4.9%	i	62	9%	5.0	1.4	9.9	0.73	1240	i	-5	0.12	1.2	-0.36	-1.8	-10	745	-5.6	1185
COC(=O)COc1ccc(S(=O)(=O)N2CCN(c3ccccc3)CC2)cc1	-0.2%	i	65	-1%	3.9	2.7	4.5	0.5	1463	i	26	-1.4	-0.21	-0.77	-0.13	13	684	0.7	1573
Cn1c(N)c(C(=O)COC(=O)CNS(=O)(=O)c2cccc(Cl)c2)c(=O)n(C)c1=O	1.1%	i	46	-11%	1.6	2.1	9.2	-0.46	1524	i	-12	0.6	-0.23	0.64	-1.1	11	652	-1.2	1177
COC(=O)C(=N/Nc1ccccc1C(=O)OC)/C(C)=N/O	·	i	44	-4%	·	·	·	0.74	942	·	·	-0.41	-0.25	0.21	0.61	6	712	-0.3	1248
COc1ccc(NC(=O)N(C2CCCCC2)C2CCN(C(C)C)CC2)c(OC)c1	·	·	·	26%	2.3	1.8	6.4	0.07	1255	i	-12	-0.46	0.0039	0.34	-0.46	-2	697	·	·
COc1cccc2c1OCC/C2=N\NC(=O)COc1ccccc1C	-1.1%	i	40	-2%	2.6	4.1	7.5	-0.04	1325	i	-6	-0.77	-0.32	-0.55	0.9	2	710	1.1	522
CCCC(=O)NCc1ccncc1	0.4%	i	36	5%	6.1	2.3	11	0.13	1476	i	4	-0.15	-0.36	-0.15	0.44	8	753	0.2	1459
CCCc1c(C)c2cc(C)ccc2[nH]c1=O	3.2%	i	39	1%	11	5.8	8.0	-0.84	1048	i	-4	-0.79	-0.15	-0.26	0.41	·	·	-6.9	848
COc1ccc(Br)cc1C(=O)NC(=S)Nc1cc(-c2nc3ccccc3[nH]2)ccc1C	-1.7%	i	46	8%	5.2	2.1	6.7	-0.37	1163	i	-11	0.83	-0.23	0.15	-0.44	26	597	·	·
Going on with the list.
SMILES	ER stress rescue	T cell HTS	T cell HTS vesicle-bound %	Salmonella PhoP GFP	MT stabilizer	MT stabilizer Hoechst-high %	MT stabilizer cytotoxicity %	Insulin prom up	Insulin prom up cell count	Autophagy mod	Autophagy mod cell loss 18 h	Dynein cargo inh	Dynein cargo inh cytoplasmic EGFP	Dynein cargo inh nuclear GR-EGFP	Dynein cargo inh cell count	Hep lipid drop	Hep lipid drop cells 6.5 µM	b-catenin transl	b-catenin transl cell count 5 µM
O=C(CNC(c1ccccc1)c1ccccc1)Nc1ccc(F)cc1	-2.3%	i	6	20%	5.0	2.2	12	-0.16	1131	i	-12	0.54	-0.15	0.42	-1.1	-3	659	0.4	864
CCOC(=O)c1ccccc1-n1nnnc1C	·	i	22	-7%	·	·	·	-0.02	1034	·	·	-0.086	-0.23	-0.075	0.15	17	684	0.0	1331
O=C(COC(=O)c1ccc(F)cc1F)Nc1ccc2[nH]c(=O)[nH]c2c1	-0.8%	i	51	3%	3.8	1.3	2.8	-0.22	1556	i	14	-1.3	1.2	-0.46	0.36	-1	609	-0.3	1533
CCCn1cc(SCC(=O)NCc2ccc3c(c2)OCO3)c2ccccc21	-0.9%	i	60	10%	5.5	2.6	9.3	-1.2	1828	i	2	0.44	-0.28	0.24	0.56	-2	578	0.9	1109
Cc1cc(OCC(=O)NCc2nc(-c3ccccc3)no2)c(C)cc1Br	-4.9%	i	28	-2%	3.4	2.5	11	-0.18	1277	i	4	0.44	-0.02	0.92	-2	2	752	1.4	1197
N#Cc1ccc(NC(=O)COC(=O)CCc2nc3ccccc3c(=O)[nH]2)cc1	·	i	41	-5%	·	·	·	0.38	1456	·	·	-0.61	-0.096	-0.34	-0.25	10	711	-3.2	1154
O=C(CCC(=O)Nc1ccccc1Cl)NNC(=O)c1ccco1	-0.6%	i	26	-5%	2.6	2.7	3.8	-0.46	1341	i	-5	-0.033	-0.26	-0.04	0.69	-4	622	-1.3	909
CCCCCc1cc(=O)oc2c(C(CCN3CCCCC3)c3cc(OC)c(OC)c(OC)c3)c(OC)cc(OC)c12 (stereo unspecified)	·	i	49	3%	·	·	·	·	·	·	·	-6.4	-0.17	-2.7	-4.5	22	684	3.9	915
Cc1ccc(S(=O)(=O)CCC(=O)N2CCc3ccccc32)cc1	0.3%	i	7	0%	1.6	1.1	8.0	-0.3	896	i	-6	-0.51	0.0098	-0.039	0.69	-11	760	0.1	1241
CCOn1c(=O)c(-c2cccc3ccccc23)[n+]([O-])c2ccccc21	0.2%	i	57	-2%	4.2	2.8	4.8	-0.57	1367	i	1	1.2	-0.23	0.99	-1.9	-10	680	-0.5	1567

Compounds as they come; 3% or so of the library scored in one or more.
